PvdQ acylase: blocks Pseudomonas aeruginosa PvdQ acylase activity; purified PvdQ acylase, fluorescence plate reader; inhibition, % at 10 µM; hit rate 0.063% among 340,000; in the data active = inhibition above about 30%, passing the limit was not always enough;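 also: 0% = vehicle neutral wells and 100% = reference inhibitor wells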
RTF Ca sens inh: cardiac RTF calcium desensitization; IANBD-labeled cardiac RTF, Ca2+ fluorescence; hit rate 0.12% among 340,000; P19429+P45379; inhibition, % at 7.15 µM;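 active = inhibition above the mean inhibition of all tested compounds plus 3 SD, cut at about 17% in these data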;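 also: assay run at fixed EC70 calcium of 1.6 mM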
SUMO Mot1 rescue: inhibitors of SUMOylation pathway: yeast Mot1-301 growth rescue. S. cerevisiae Mot1-301 growth rescue, ATP luminescence, 38.5C; percent above DMSO median, 100 means doubled. hit rate 1% among 320,000. AID 2716. growth rescue, % at 18.8 µM;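 active = every valid replicate shows activation above 250% relative to neutral control wells; inactive = the rest, any valid replicate at or below 250%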;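 also: OY570 slx delta 5 strain wells were the positive control but not used for scaling; some compounds called inactive have numbers as strong as hits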
Rtt109 Vps75: C. albicans Rtt109 histone acetyltransferase inhibition. Q5AAJ8. inhibition, % at 34.9 µM. AID 540336. purified Rtt109/Vps75, ThioGlo CoA-SH fluorescence, 4 h. hit rate 0.16% among 330,000;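 active = inhibition of at least 50% in every replicate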
Target sequence (Q5AAJ8 whole entry, looked up): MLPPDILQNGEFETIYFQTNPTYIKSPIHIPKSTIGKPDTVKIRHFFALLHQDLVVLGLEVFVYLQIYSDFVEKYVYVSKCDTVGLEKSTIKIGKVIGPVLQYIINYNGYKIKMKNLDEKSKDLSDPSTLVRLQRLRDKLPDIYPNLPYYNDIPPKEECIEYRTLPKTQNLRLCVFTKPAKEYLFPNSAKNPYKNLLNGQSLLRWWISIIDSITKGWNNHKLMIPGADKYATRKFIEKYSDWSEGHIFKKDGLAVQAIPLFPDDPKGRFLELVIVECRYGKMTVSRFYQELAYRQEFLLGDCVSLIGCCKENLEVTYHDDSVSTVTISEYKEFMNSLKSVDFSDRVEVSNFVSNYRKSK
CDK5 p35 inh: blocks human CDK5/p35 kinase activity | Q00535+Q15078 | inhibition, % at 10 µM | hit rate 0.01% among 330,000 | Recombinant CDK5/p35, ADP-Glo luminescence, 60 min;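 active = highest replicate inhibition of at least 50% and at least 75% of replicates reaching 50%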;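 also: plate controls were DMSO neutral control for no effect and GW8510 at 10 µM for full effect; many of its hits are not listed in these tables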
Target sequence (Q00535 whole entry, looked up): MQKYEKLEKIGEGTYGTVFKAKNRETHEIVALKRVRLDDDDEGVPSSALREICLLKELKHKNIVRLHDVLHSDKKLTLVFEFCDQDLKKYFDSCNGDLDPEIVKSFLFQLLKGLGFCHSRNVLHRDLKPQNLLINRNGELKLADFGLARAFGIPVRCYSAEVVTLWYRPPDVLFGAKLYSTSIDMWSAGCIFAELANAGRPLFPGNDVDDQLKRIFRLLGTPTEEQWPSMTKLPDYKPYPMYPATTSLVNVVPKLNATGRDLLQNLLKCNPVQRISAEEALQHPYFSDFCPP
Target sequence (Q15078 whole entry, looked up): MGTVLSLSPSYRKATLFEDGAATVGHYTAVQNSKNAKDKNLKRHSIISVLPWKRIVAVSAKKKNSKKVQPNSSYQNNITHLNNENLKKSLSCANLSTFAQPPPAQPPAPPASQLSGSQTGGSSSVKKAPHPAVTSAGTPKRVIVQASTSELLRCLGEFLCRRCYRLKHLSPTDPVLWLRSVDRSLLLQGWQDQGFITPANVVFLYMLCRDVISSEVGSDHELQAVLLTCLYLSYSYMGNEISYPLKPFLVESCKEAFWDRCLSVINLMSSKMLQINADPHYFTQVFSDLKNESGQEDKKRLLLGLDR
dFosB activator: activators of mouse delta FosB homodimer. activation, % at 25 µM. hit rate 0.99% among 340,000. P13346. purified delta FosB, TAMRA-CDK5 oligo fluorescence polarization; percent of positive-control signal above neutral wells;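 active = mean activation above about 17%, with every replicate also reaching it, limit read from the data, passing the limit was not always enough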;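 also: fluorescence polarization rise as delta FosB binds a TAMRA Cdk5 AP-1 oligo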
PfHsp90 set2: growth inhibition of yeast expressing Plasmodium Hsp90; S. cerevisiae expressing PfHsp90, BacTiter-Glo ATP, 48 h; yeast lacking PDR1 and PDR3 efflux regulators; inhibition, % at 9.4 µM; hit rate 0.32% among 310,000; AID 504621;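 active = every replicate shows inhibition above about 80%, whatever the replicate mean, limit read from the data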;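 also: 0% = DMSO neutral controls and 100% = 20 µM radicicol positive controls; yeast relying on Plasmodium falciparum Hsp90 in place of its own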
RTF Ca sens act: cardiac RTF calcium sensitization; P19429+P45379; IANBD-labeled TnC RTF fluorescence at EC20 calcium; 0% EC20 calcium, 100% full calcium; activation, % at 7.2 µM; hit rate 0.24% among 340,000;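 active = activation above the mean over all tested compounds plus 3 SD, cut at about 30% in these data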;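 also: rise in fluorescence read as greater calcium sensitivity of cardiac thin filaments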
NSD2 HMT inh: NSD2 (human) methyltransferase inhibition; O96028; NSD2 peptide methylation, AlphaScreen, 120 min; inhibition, % at 12.5 µM; hit rate 0.54% among 310,000; AID 743445; in the data active = inhibition above about 50%
LANA DNA inh: inhibitors of KSHV LANA C-terminal domain DNA binding; hit rate 0.078% among 340,000; AID 504423; MBP-C-LANA/FAM-LBS DNA binding, fluorescence polarization; inhibition, % at 9 µM;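 active = highest replicate inhibition at or above 60% at 9 µM, even if other replicates fall short; inactive = all replicates below 60% inhibition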;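 also: 0% = neutral control wells and 100% = 4 µM acridine orange control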
Keap1 Nrf2 FP: Keap1-Nrf2 (human) interaction inhibition; AID 504523; inhibition, % at 9.4 µM; hit rate 0.15% among 340,000; Keap1 Kelch-Nrf2 peptide fluorescence polarization, 1536-well; Q14145; in the data active = inhibition above about 12%;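 also: human Keap1 Kelch domain with fluorescein labeled Nrf2 9mer peptide probe; 0% = neutral control wells and 100% = peptide positive control; higher means more block of Keap1 binding to Nrf2 peptide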
Numbers without * were called inactive; nt = no result given.

Molecule,PvdQ acylase,RTF Ca sens inh,SUMO Mot1 rescue,Rtt109 Vps75,CDK5 p35 inh,dFosB activator,PfHsp90 set2,RTF Ca sens act,NSD2 HMT inh,LANA DNA inh,Keap1 Nrf2 FP
COc1ccc(Nc2nc(NCCN3CCOCC3)nc(Nc3ccc(OC)cc3)n2)cc1,-7,-6,-4,11,-0.2,-2,11,-1,9,-8.9,2
O=C(NCc1ccccc1F)C1CCCN1C(=O)Nc1ccccc1 (centres undefined),-4,-4,9,-6,-0.2,-4,-17,3,-4,0.6,0
CCN(Cc1nc2cc(Cl)ccc2c(=O)[nH]1)C(=O)c1cc(C2CC2)nn1-c1ccccc1,-4,3,nt,-7,-1.6,-3,nt,-6,-15,-1.0,-3
O=C1CC(NS(=O)(=O)c2ccccc2)CN1c1ccc2c(c1)OCCO2 (centres undefined),-16,-3,4,-2,-3.1,-7,nt,-5,1,0.5,-1
CCN1C(=O)[C@H]2[C@@H](c3ccc(C)cc3)N3C(=O)N(c4ccc(OC)cc4)C(=O)[C@@]3(Cc3ccc(Cl)cc3)[C@H]2C1=O,-18,-6,-11,-7,0.4,-11,-6,5,nt,1.2,-8
NC(=O)c1ccccc1N=Cc1ccccn1,18,-6,1,2,-0.3,-6,12,3,-4,-3.0,-3
Cc1ccccc1NC(=O)c1cccc(N2C(=O)C3CCC(C)CC3C2=O)c1 (centres undefined),-12,13,-14,-3,-3.5,-3,-1,6,-1,0.3,-1
COc1ccc([N+](=O)[O-])cc1NC(=O)Nc1ccccc1,9,-2,5,-1,4.1,1,9,0,-1,-2.7,2
O=C(CN1CCN(c2ccccn2)CC1)N1CC(O)CO1 (centres undefined),-12,-6,0,-14,-0.9,-5,7,0,0,1.1,-2
Cc1ccc(S(=O)(=O)NC(C)(C)C)cc1C(=O)OCC(=O)N1CCCC1=O,-4,-13,-8,-16,-0.5,-5,nt,0,-1,2.1,-1
Nc1ccc(C(=O)N2CCN(S(=O)(=O)c3ccc4c(c3)OCCCO4)CC2)cc1[N+](=O)[O-],8,0,-15,-4,-0.3,-2,13,-2,4,-2.2,1
Cc1nnc(NC(=O)c2c(F)c(F)c(F)c(F)c2F)s1,-10,-1,-13,1,0.9,1,nt,7,-19,2.0,0
C=CCn1c(-c2cccnc2Cl)nc2cc(Cl)c(Cl)cc21,-7,2,-1,3,1.4,-4,9,-4,-1,-0.6,-2
NC(N)=N/N=C/c1cccc([N+](=O)[O-])c1O,-8,-1,6,nt,4.6,-2,-33,-1,0,1.1,-4
Cc1ccc(NC(=S)NCCN2CCOCC2)cc1C,-7,-13,-9,-2,-1.7,-1,19,5,0,0.3,0
Cc1ccc(C)c(N(C(=O)CNC(=O)c2ccco2)C(C(=O)NC2CCCC2)c2ccncc2)c1 (centres undefined),-10,0,11,-4,-2.1,-10,-21,-3,-2,-1.2,1
CC(C)Oc1cccc(C(=O)C2CCCN(C(=O)CCn3cnnn3)C2)c1 (centres undefined),-14,1,3,-16,-1.2,-14,14,0,-2,-1.4,-3
Cc1nc(N2CCN(Cc3ccc4c(c3)OCO4)CC2)[nH]c(=O)c1C,-1,2,nt,2,-0.2,0,-1,-14,4,-1.4,2
O=C(CCCCCn1c(=O)[nH]c2ccccc2c1=O)NCCc1c[nH]c2ccccc12,-4,-2,105,-4,-0.2,-10,nt,-4,0,-2.3,-3
CC1(C)O[C@@H]1COc1c2ccoc2cc2oc(=O)ccc12,-11,-9,11,-20,0.3,-8,-36,-2,nt,0.3,-6
S=C(NCCSCc1ccc(Cl)cc1)Nc1ccccc1,0,6,19,6,-1.4,-4,-11,-14,-1,-1.0,3
Cn1c(CN2CCN(C(=O)c3ccc(F)cc3)CC2)nc2cc([N+](=O)[O-])ccc21,-15,1,-8,nt,1.7,-5,13,-8,1,1.7,-9
CC1CCN(c2nc(N(C)c3ccccc3)nc(N)c2[N+](=O)[O-])CC1,11,0,-14,28,0.7,-3,-5,0,19,0.3,-3
O=C(COC(=O)c1ccc([N+](=O)[O-])o1)Nc1cccc(S(=O)(=O)N2CCOCC2)c1,-9,-5,-4,-7,-1.1,0,-36,0,7,0.7,-5
Fc1ccc(CN2CCCN(Cc3nc(-c4ccc5c(c4)OCO5)no3)CC2)cc1,-14,6,-3,3,-1.8,-3,0,4,4,1.1,-3
COc1ccc(NC(=O)c2ccc(S(=O)(=O)N3CCCCC3)cc2)cc1OC,0,-5,-6,-1,-0.1,3,2,-3,-1,-1.1,-1
O=C(CSc1nc2ccc([N+](=O)[O-])cc2[nH]1)NCCc1ccccc1,-9,1,15,-1,3.9,-7,nt,-10,17,1.0,0
Cc1ccc(CCNC(=O)C2=CCN(S(=O)(=O)c3ccccc3)CC2)cc1,-9,-7,10,-4,-0.6,-6,1,-2,3,0.0,-2
O=C(CN1CCOCC1)Nc1nc(-c2ccccc2)cs1,-14,1,-5,5,0.1,-3,8,-3,4,2.0,-6
C=CC[C@H](CC(=O)OC(C)(C)C)C(=O)OC[C@@H]1CCCN1C(=O)[C@@H](CC=C)CC(=O)NCCO,-13,-19,6,-12,-1.8,-6,-1,-3,nt,2.5,-7
N#Cc1ccccc1N=C1CCCN1Cc1ccccc1,-12,-5,-14,0,-0.9,-5,-19,0,-6,-0.4,-3
CN(C)CCCn1c2c(c(SCC(=O)Nc3ccc4c(c3)OCO4)nc1=O)CCC2,-8,-8,-4,0,-0.9,-2,5,-5,1,0.1,-3
COc1ccc2oc(-c3ccccc3)c(C(=O)N(C)C)c2c1,-9,-10,-7,-5,-0.1,-6,-16,5,-1,-1.0,-4
CC(=O)NCCC(=O)N1CCCC(N(C)CCc2ccccc2)C1 (centres undefined),-14,-1,42,1,-1.9,-4,13,-1,16,-1.6,-4
NC(=S)Nc1cccc(O)c1,-18,-6,-14,-6,2.5,-11,2,-5,-3,-1.6,-4
O=C1c2cc(Br)ccc2N(Cc2ccc(Br)cc2)S(=O)(=O)C1c1cc(Cl)c(Cl)cc1[N+](=O)[O-] (centres undefined),-16,-3,107,13,0.1,-12,-13,12,nt,-1.5,-4
N#Cc1c(-c2ccc(F)cc2)cc(C2CC2)nc1SCC(=O)c1cccs1,15,-1,2,12,0.0,-11,4,13,3,-0.9,3
CCN(CC(=O)NCc1cccs1)C(=O)c1ccc(C)o1,-7,1,4,4,-0.4,2,12,6,0,1.9,-8
COc1cc(NC(=O)COC(=O)CC(NC(C)=O)c2ccccc2)cc(OC)c1 (centres undefined),-2,-6,352*,-9,0.5,3,-3,-5,1,0.0,1
Cc1cc(C)c(C#N)c(SCC(=O)Nc2cccc(S(=O)(=O)N3CCCC3)c2)n1,-9,0,nt,-3,-2.4,3,-48,-5,-3,-9.0,-4
O=C(NNS(=O)(=O)c1ccc(F)cc1)c1ccc(S(=O)(=O)N2CCCCC2)cc1,-16,-23,nt,-2,-0.4,-5,12,5,-2,-0.4,-4
COc1ccc([N+](=O)[O-])c(OC)c1C(=O)Nc1ccc(F)cc1F,0,0,13,-2,0.1,-3,-3,1,nt,-1.2,-5
COc1ccc(C2CC(c3ccccc3)Nc3nc(NS(C)(=O)=O)nn32)cc1 (centres undefined),-4,-8,0,1,-10,2,-25,12,0,1.4,-5
COCCn1c(SCC(=O)Nc2ccc(OC)c(S(N)(=O)=O)c2)nc2ccccc21,3,-7,-14,32,3.3,-2,7,-3,0,0.2,-3
O=C(CN1C(=O)C2CCCCC2C1=O)Nc1nccs1 (centres undefined),20,-6,-17,4,0.8,2,6,1,24,1.0,-1
CCn1c(SCC(=O)NCCc2ccc(Cl)cc2)nnc1-c1cccs1,-9,1,-3,nt,-0.3,-12,-2,5,-3,-0.1,-5
O=C(OCC(=O)N1CCc2ccccc21)C1=COCCO1,13,2,-20,-2,1.4,-1,0,2,1,1.4,-1
COc1ccc(NC(=O)CNC(=O)c2sc3ccccc3c2Cl)c(OC)c1,-11,5,-3,0,0.9,-11,-20,-5,-7,0.0,-1
CCOC(=O)c1sc2nc(CC(=O)OC)nc(NCCN3CCOCC3)c2c1C,13,2,nt,2,2.8,0,-9,-1,0,-2.5,-9
CCOc1ccccc1NC(=O)C(=O)NCC1CCCN1CC (centres undefined),-9,-9,1,-10,-3.1,5,20,2,14,1.9,-2

The list continues.
Molecule,PvdQ acylase,RTF Ca sens inh,SUMO Mot1 rescue,Rtt109 Vps75,CDK5 p35 inh,dFosB activator,PfHsp90 set2,RTF Ca sens act,NSD2 HMT inh,LANA DNA inh,Keap1 Nrf2 FP
CC1CC(C)(C)CC2(C1)NC(=O)N(CC(=O)N(Cc1ccccc1)c1ccccc1)C2=O (centres undefined),-10,-21,-9,12,-2.1,-21,25,-8,0,0.9,-4
CC(Oc1ccc([N+](=O)[O-])cc1)C(=O)NCCCN1CCOCC1 (centres undefined),0,-3,505*,-8,-3.5,-1,-5,1,1,-2.4,-2
COC(=O)[C@@](C)(O)C1(C(=O)SC(C)(C)C)CC1,2,-3,-16,7,1.3,1,-16,-1,nt,0.6,-1
C=CCCC(=O)NC1CC(C)(C)Cc2c1cnn2-c1ccc(OC)cc1 (centres undefined),-2,-5,-2,-3,-1.9,-2,-3,-3,-4,-0.7,1
Cc1ccc(CCNC(=O)C2CCN(S(=O)(=O)c3c(C)nn(C)c3C)CC2)cc1,-14,-9,89,-2,0.1,5,-8,0,nt,0.6,-4
Oc1c(Cl)c(Cl)c2ncccc2c1Cl,-8,-8,nt,-5,0.3,-2,-8,0,3,0.6,-3
O=C(NCc1ccccn1)C(=O)NCC1OCCN1S(=O)(=O)c1ccc([N+](=O)[O-])cc1 (centres undefined),-4,-6,80,-4,0.0,-1,-5,-6,-1,-2.6,-1
O=C(CCCN1C(=O)NC2(CCCC2)C1=O)Nc1ccc(Cl)c(S(=O)(=O)N2CCOCC2)c1,-11,1,nt,-12,-0.8,-5,-7,2,1,-0.4,-5
Cn1cccc1C(=O)NC(=O)CSc1nnc(C2CC2)n1-c1ccccc1,-1,4,2,9,1.5,-1,nt,-2,0,-0.7,2
CCC(Oc1ccccc1)C(=O)Nc1cc(C(F)(F)F)ccc1N1CCOCC1 (centres undefined),14,-7,-19,12,2.8,-2,nt,-17,-1,-3.0,2
Cc1cc(-c2cc(-c3ccccc3)on2)nc(NC2CCCC2)n1,-14,-1,0,-6,0.4,-4,-14,-4,nt,-1.3,-4
CCOc1c2ccc(C(=O)NCc3ccc(C)cc3)cc2nn1CC,-11,-10,-16,-2,-0.1,1,5,-2,nt,-0.7,0
CCOC(=O)Cn1nc(C)c2ccccc2c1=O,-15,-4,-13,7,0.9,0,13,6,0,-0.6,-4
C/C(Cn1nnc([N+](=O)[O-])n1)=N\NC(=O)c1ccc(C)cc1,-8,1,-11,-2,1.0,8,15,-1,-2,3.1,-1
